PLCb3 inh = PLC-beta3 (human) inhibition, primary screen. Q01970. Purified PLC-beta3, fluorogenic substrate, fluorescence. inhibition, % at 12.2 µM. hit rate 0.18% among 370,000; in the data active = inhibition above about 11%;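 note: 0% = median of compound wells on plate and 100% = full blocker control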
DAX1 inh-1 = inhibits human nuclear receptor DAX1; P51843; HEK293 Gal4-DAX1 luciferase reporter, luminescence; inhibition, % at 6.75 µM; hit rate 0.99% among 340,000; AID 504766;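 active = inhibition above the mean over all tested compounds plus 3 SD, cut at about 4.2% in these data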;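 note: 0% = DAX1-transfected cells with DMSO and 100% = empty-vector control cells with DMSO; inhibition shows as a rise in luminescence from relieved DAX1 repression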
Target sequence (P51843 207-470 limits assumed): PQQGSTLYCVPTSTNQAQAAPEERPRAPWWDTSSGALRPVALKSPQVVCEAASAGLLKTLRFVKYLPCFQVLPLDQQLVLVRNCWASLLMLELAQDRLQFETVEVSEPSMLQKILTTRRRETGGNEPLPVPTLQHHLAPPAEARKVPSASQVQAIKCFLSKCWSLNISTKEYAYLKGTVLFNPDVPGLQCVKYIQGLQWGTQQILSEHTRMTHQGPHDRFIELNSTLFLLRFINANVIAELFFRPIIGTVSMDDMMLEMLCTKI
hgDAF-12 ag = hgDAF-12 agonism, primary luciferase screen; activation, % at 6.8 µM; HEK293 GAL4-hgDAF12 UAS-luciferase reporter, agonist luminescence; normalized to butyrate control; hit rate 1.8% among 370,000;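 active = activation above a cutoff set at the mean of all screened compounds plus 3 SD, cut at about 10% in these data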;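 note: 0% = DMSO wells and 100% = sodium butyrate wells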
DAX1 inh-2 = inhibitors of DAX1 repression of SF-1 activated StAR promoter | HEK293T StAR-luciferase reporter, SF-1/DAX-1 repression relief | inhibition, % at 6.8 µM | hit rate 1.1% among 370,000 | AID 652010;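 active = inhibition above the mean over all tested compounds plus 3 SD, cut at about 3.6% in these data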;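 note: 0% = DAX-1 cells with DMSO and 100% = cells lacking DAX-1 with DMSO; higher inhibition means more luminescence from relief of DAX-1 repression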
Rev-erbA mod = modulates human Rev-erb alpha binding to DNA. activity, % at 10 µM. Rev-erbα–FITC-DNA binding, fluorescence polarization, 90 min. hit rate 0.79% among 370,000. P20393;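 active = activity above about 14%, limit read from the data; passing the limit was not always enough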;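 note: 0% = DMSO wells with 35 nM protein and 100% = DMSO wells with 750 nM protein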
Target sequence (P20393 whole entry, looked up): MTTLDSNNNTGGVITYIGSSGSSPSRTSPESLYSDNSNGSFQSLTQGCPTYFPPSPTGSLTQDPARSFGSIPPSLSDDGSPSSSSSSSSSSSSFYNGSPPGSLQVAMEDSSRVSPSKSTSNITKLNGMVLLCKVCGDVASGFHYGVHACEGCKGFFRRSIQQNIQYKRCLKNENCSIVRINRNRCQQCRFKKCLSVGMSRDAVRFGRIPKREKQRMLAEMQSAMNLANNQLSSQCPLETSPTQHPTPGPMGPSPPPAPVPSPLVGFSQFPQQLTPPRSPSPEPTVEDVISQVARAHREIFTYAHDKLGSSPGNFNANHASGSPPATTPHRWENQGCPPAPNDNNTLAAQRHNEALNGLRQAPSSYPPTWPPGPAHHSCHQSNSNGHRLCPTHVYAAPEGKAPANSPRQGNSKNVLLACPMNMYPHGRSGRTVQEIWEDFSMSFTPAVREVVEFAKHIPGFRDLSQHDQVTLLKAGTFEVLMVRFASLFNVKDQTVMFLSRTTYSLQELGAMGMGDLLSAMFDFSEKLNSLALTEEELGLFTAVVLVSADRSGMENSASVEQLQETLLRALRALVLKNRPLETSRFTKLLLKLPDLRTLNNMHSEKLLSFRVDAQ
SMARCA2 act = increases SMARCA2 function in MMTV reporter cells. MG213 cells, MMTV-luciferase reporter, dexamethasone, overnight. activation, % at 9.1 µM. hit rate 1% among 370,000. AID 652017; in the data active = activation above about 7.8%;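 note: 0% = vehicle wells and 100% = reference activator wells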
MBD2 DNA inh = blocks human MBD2 binding to methylated DNA; Q9UBB5; hit rate 0.31% among 370,000; inhibition, % at 4.4 µM; TR-FRET, MBD2 binding to methylated oligonucleotide; in the data active = inhibition above about 13%
ssDAF12 agonist = activates DAF-12 receptor from parasite S. stercoralis | HEK293 ssDAF-12/GRIP1 lit1-tk-luc reporter, luminescence; % of 3 µM dafachronic acid response | hit rate 1% among 370,000 | AID 652126 | activation, % at 6.8 µM;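 active = activation above the mean over all tested compounds plus 3 SD, cut at about 0.9% in these data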;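 note: 0% = DMSO-only wells and 100% = 3 µM delta7-dafachronic acid wells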
PLCg1 inh = PLC-gamma1 (human) inhibition, primary screen | P19174 | purified PLC-gamma1, fluorogenic substrate, fluorescence | inhibition, % at 12.2 µM | hit rate 0.84% among 370,000 | AID 720700; in the data active = inhibition above about 9.5%
hcDAF-12 act = activates DAF-12 receptor from parasite H. contortus; HEK293 hcDAF-12 lit1-tk-luc reporter, luminescence; 0% DMSO, 100% Δ7-dafachronic acid; activation, % at 6.8 µM; hit rate 1.4% among 370,000; AID 652067;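 active = activation above the mean of all tested compounds plus 3 SD, cut at about 5.5% in these data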;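 note: 100% = response to 3 µM Δ7-dafachronic acid high control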
ADAM17 inh = inhibits human ADAM17. recombinant ADAM17, EDANS/DABCYL FRET peptide cleavage. inhibition, % at 6.95 µM. hit rate 0.83% among 370,000;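 active = inhibition above the mean of compounds lying between control limits plus 3 SD, set per campaign, cut at about 8.5% in these data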;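 note: 0% = DMSO-only wells as the low control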
The depositor's hits bear a star; . = no result given.

Screens in order: Rev-erbA mod | DAX1 inh-1 | ADAM17 inh | PLCb3 inh | SMARCA2 act | MBD2 DNA inh | hgDAF-12 ag | DAX1 inh-2 | PLCg1 inh | hcDAF-12 act | ssDAF12 agonist
Oc1ccc(Br)cc1/C=N/n1c(-c2ccccc2)n[nH]c1=S
    1 | 0.0 | -2 | -6 | -1 | 3 | -0.9 | 1.3 | -3 | -0.2 | -0.9
Cc1cc(C)c(OC2(c3ccccc3)OC(=O)c3ccccc32)c(C)c1 (stereo not drawn)
    5 | -0.6 | -4 | -3 | -4 | -2 | -0.5 | -0.7 | -2 | -0.6 | -1.4
O=C(Cn1cnc2ccccc2c1=O)NCc1cccs1
    -2 | -0.1 | -2 | -4 | -3 | 0 | -2.0 | 0.1 | -4 | -0.4 | -2.1
CC(C)CC(=O)[C@@H](O)Cc1ccc(O)cc1
    -2 | . | -3 | 3 | -2 | 1 | -0.2 | 0.0 | 0 | -0.4 | -1.2
COc1ccc(CCNC(=O)c2cccc(Br)c2)cc1OC
    -4 | 0.2 | 3 | 2 | -3 | -4 | -5.3 | -0.8 | 11* | -4.0 | -1.7
Cc1ccccc1NC(=O)Nc1cnccn1
    5 | -0.5 | -6 | -10 | -2 | 4 | 0.5 | 0.5 | 0 | 0.1 | -0.6
COc1c(Cl)cc(Cl)cc1/C=N/NC(=O)c1nnn(-c2nonc2N)c1CN1CCC(C)CC1
    -3 | 0.0 | -4 | -7 | -2 | -2 | -1.3 | 0.9 | 0 | -2.4 | -0.9
O=C(Cc1ccsc1)NCC(=O)Nc1ccc(F)c(F)c1
    -6 | -0.3 | 2 | -6 | 0 | 0 | 2.8 | 1.7 | -1 | -0.5 | -1.1
COc1cccc(-n2cc(CN(C)Cc3nc(Cc4cccc(F)c4)no3)cn2)c1
    -6 | -0.5 | 0 | 0 | -4 | 1 | -0.4 | 0.2 | 8 | -1.0 | -0.7
COc1cc2c(cc1OC)CN(S(=O)(=O)c1ccc3c(c1)OCCO3)CC2
    -4 | 1.8 | -3 | -1 | -3 | 3 | -3.8 | -1.1 | -3 | -1.5 | -2.0
O=C(C1CC(=O)N(c2ccccc2)C1)N1CCCCCC1 (stereo not drawn)
    -3 | 1.1 | -1 | -4 | 0 | -2 | 1.1 | 2.1 | -3 | 2.2 | -0.9
COc1cccc(-c2csc(N3CCN(CC(=O)Nc4ccc5c(c4)OCO5)CC3)n2)c1
    -1 | 0.8 | 8 | -2 | -4 | -3 | 0.7 | -1.2 | 0 | -2.4 | -2.1
COCCNC(=O)[C@@]1(Cc2ccccc2)C=C[C@@H](C)N1C(C)=O
    0 | 0.9 | -3 | 1 | 3 | -7 | 0.9 | -0.3 | -1 | -1.5 | -0.8
O=C(NC1CCN(Cc2ccccc2)CC1)c1cc(S(=O)(=O)N2CCOCC2)ccc1Cl
    -2 | -0.8 | -6 | -6 | -2 | -3 | 0.9 | -1.8 | 1 | -0.4 | -1.3
S=C(NCC(c1ccco1)N1CCCC1)Nc1ccccc1 (stereo not drawn)
    5 | 2.3 | 0 | 1 | 1 | 1 | -0.6 | 0.9 | -1 | -1.4 | -1.2
C/C(CC(=O)Nc1ccc(C)c(Cl)c1)=N\NC(=O)Cc1cnc(N)s1
    -7 | 3.9 | 1 | -3 | 1 | -7 | 4.3 | 0.1 | -1 | -1.6 | -1.5
O=C(Cc1ccc(Cl)cc1)NNC(=O)C1CC=CCC1C(=O)O (stereo not drawn)
    -3 | 0.8 | 1 | -4 | 4 | -7 | -0.4 | -0.4 | 2 | -1.5 | -1.6
Cc1ccc(NC(=O)COC(=O)CN2C(=O)C3CCCCC3C2=O)cc1S(=O)(=O)N1CCOCC1 (stereo not drawn)
    1 | -0.7 | 0 | -2 | -1 | -1 | -2.9 | -0.5 | 2 | 2.2 | -1.6
O=C(CC(=O)N/N=C/c1c(F)cccc1Cl)NCCc1ccccc1
    3 | -0.7 | -4 | -9 | 0 | 1 | -1.6 | 0.1 | -5 | -0.9 | -1.9
Cc1cc(S(=O)(=O)N2CCN=C2c2ccccc2)ccc1F
    0 | 1.2 | -8 | -3 | -1 | 8 | 0.7 | -1.2 | 1 | -0.4 | -1.6
CCOC(=O)N1CCN(C(=O)c2ccc3nc(-c4ccccc4)c(-c4ccccc4)nc3c2)CC1
    -2 | 0.5 | -13 | -9 | -5 | 0 | -0.1 | 0.3 | -3 | 0.5 | -0.9
C=CCN1C(=O)c2ccccc2Sc2ccc(C(=O)NCC(OC)OC)cc21
    -2 | -2.1 | 2 | -3 | -1 | -7 | 1.6 | -0.4 | 4 | -1.2 | -0.8
C=CCn1c(SCC(=O)c2cccs2)nc2sc(C)cc2c1=O
    4 | -2.7 | -4 | 2 | -2 | 1 | -3.4 | -1.4 | -2 | -2.4 | -1.8
Cc1nc2ccccc2nc1Nc1cccc(Cl)c1
    3 | 0.0 | -2 | -107 | 0 | -4 | 1.1 | -0.4 | -76 | 2.2 | -1.1
COc1ccccc1C(=O)OCC(=O)NC(C)CCc1ccccc1 (stereo not drawn)
    3 | -0.9 | 0 | 6 | 0 | 1 | 0.8 | -0.1 | 4 | -1.6 | -1.4
Cc1nn(CC(=O)Nc2ccc(Cl)c(S(=O)(=O)N(C)C)c2)c(C)c1[N+](=O)[O-]
    4 | -0.4 | 0 | 2 | -2 | -2 | -1.0 | -0.1 | 2 | -2.4 | -0.7
COCCNC(=O)c1cnn2c(C(F)F)cc(-c3ccccc3)nc12
    4 | -0.1 | -9 | -65 | 0 | 1 | 2.2 | 0.7 | -52 | -1.2 | -0.8
CCC1CCCCN1C(=O)COC(=O)COc1ccc(Br)cc1 (stereo not drawn)
    7 | -0.6 | 0 | -3 | -2 | -3 | -0.5 | -0.9 | 0 | 4.4 | -1.3
Cc1cc(C)c2cc(C(=O)N3CCC(Cc4ccccc4)CC3)[nH]c2c1
    0 | 0.3 | 1 | -11 | -3 | -4 | -0.9 | 0.2 | -4 | -0.8 | -1.5
CNC(=O)C[C@H]1C(=O)N(C2CCCCC2)C[C@@H]1c1ccc(Br)cc1
    2 | 0.1 | -5 | -1 | -4 | 2 | -1.8 | -0.9 | 0 | -1.5 | -0.7
Cc1cccc(C2CN(C)CCc3c2cc(O)c(O)c3Cl)c1 (stereo not drawn)
    0 | -0.2 | -4 | -1 | -2 | -1 | -1.8 | -0.7 | 0 | -3.0 | -1.4
O=C(NCc1ccc(F)cc1)C(=O)NCC(c1ccco1)N1CCOCC1 (stereo not drawn)
    -5 | 1.6 | -2 | -5 | -1 | 1 | 2.0 | 0.1 | 0 | -0.2 | -1.1
CCOc1ccc(C(C)=O)cc1CN1C(=O)NC2(CCCCCC2)C1=O
    -3 | 0.2 | -3 | -5 | -4 | 4 | 0.2 | -0.1 | 4 | -2.3 | -1.3
Cc1cc(N2CCN(C)CC2)nc2ccc(NC(=O)c3ccc4c(c3)OCO4)cc12
    -1 | 0.3 | -1 | -27 | 7 | 0 | 3.8 | -0.3 | -19 | -1.0 | -1.4
COc1ccccc1-c1nnc(NC(=O)OCC(C)C)s1
    12 | 0.2 | -5 | 2 | 1 | 7 | 0.6 | -0.6 | 0 | -0.3 | -0.8
CCCN(C(=O)c1c(CC)noc1C)c1c(N)n(Cc2ccccc2)c(=O)[nH]c1=O
    -7 | 0.3 | -3 | 0 | 1 | 1 | -0.4 | -0.8 | -1 | -0.5 | -0.5
CC(=O)c1csc(COc2ccccc2)n1
    2 | 2.2 | 0 | -6 | -2 | -3 | 6.5 | 1.2 | 2 | 0.8 | -0.6
CC(=O)c1ccc(NC(=O)N2C3CCC2CC(O)(c2cccnc2)C3)cc1 (stereo not drawn)
    -6 | -1.2 | -4 | -3 | 0 | -1 | 0.1 | 0.5 | -2 | -0.1 | -1.9
CCCn1cnc2c(=O)oc3ccccc3c21
    -9 | -0.9 | -5 | 0 | -2 | -2 | -1.4 | -0.3 | 1 | -2.3 | -0.7
COc1ccccc1C(C[N+](=O)[O-])c1c(N)n(C)c(=O)n(C)c1=O (stereo not drawn)
    -2 | . | -6 | -10 | -3 | 3 | 1.7 | -0.9 | -3 | -0.3 | -1.1
Cc1ccc(C(=O)NC2CC3CCC(C2)N3C)cc1 (stereo not drawn)
    6 | -0.3 | -8 | -7 | -3 | 4 | 2.5 | 1.5 | 2 | -2.2 | -1.2
CC(C)CCC(O)(CCC(C)C)C(=O)NNc1ccccc1
    2 | 0.2 | -2 | 0 | -3 | -2 | -2.2 | -1.1 | -1 | -1.7 | -1.4
N#Cc1cc(-c2ccccc2)[nH]c1-c1nccc2ccccc12
    -2 | -2.5 | -161 | -413 | -3 | -4 | -6.3 | -1.1 | -296 | -3.0 | -2.0
Cc1cnnc2c1-c1nonc1CC2
    5 | -0.3 | -2 | 0 | 0 | 4 | 0.6 | -0.4 | 4 | -1.2 | -1.4
O=C(Nc1ccc(S(=O)(=O)Nc2ncccn2)cc1)c1cccc(Br)c1
    0 | 0.3 | 0 | 5 | -1 | -2 | 0.6 | 0.3 | 4 | -1.4 | -1.1
Cc1ccc(S(=O)(=O)N(C)c2ccc(OC(=O)c3ccc(N4CCCC4=O)cc3)cc2)cc1
    1 | 1.0 | -1 | -3 | 1 | -2 | 5.2 | 0.5 | -1 | 1.4 | -1.0
Cc1cc(C)c(S(=O)(=O)N(CC(=O)O)C2CCCCC2)c(C)c1
    -1 | -0.9 | -4 | 0 | -3 | 6 | -0.7 | -0.3 | 3 | -1.8 | -0.6
O=C(Cc1ccc(-c2ccccc2)cc1)NC(c1ccccc1)c1ccccc1
    0 | 1.1 | -2 | -1 | -1 | 6 | 2.0 | -0.9 | -2 | 0.6 | 0.3
CN1CCN(Cc2cn[nH]c2-c2ccc(F)cc2F)[C@@H](c2ccccc2)C1
    5 | 0.2 | -4 | 0 | -2 | 2 | -1.1 | 0.3 | 1 | 1.4 | -0.3
COc1cc(-c2nnc(CSc3nnc(Nc4ccc(C(C)C)cc4)s3)o2)cc(OC)c1OC
    -4 | -0.1 | -29 | -142 | 2 | -2 | 0.9 | -0.8 | -114 | -1.7 | -2.0

Further structures
Screens in order: Rev-erbA mod | DAX1 inh-1 | ADAM17 inh | PLCb3 inh | SMARCA2 act | MBD2 DNA inh | hgDAF-12 ag | DAX1 inh-2 | PLCg1 inh | hcDAF-12 act | ssDAF12 agonist
CC(C)CCNC(=O)c1cccc(C(=O)NCCC(C)C)c1
    -8 | 0.1 | 1 | 6 | -3 | -4 | -3.7 | 0.1 | 8 | -0.6 | -0.7
CS/C(=C\C(=O)c1ccco1)Nc1ccccc1Cl
    4 | 2.1 | 6 | -1 | 1 | -1 | 0.7 | 0.1 | 8 | 4.7 | -0.3
CC(C)C(C)NC(=O)CN1C(=O)NC2(CCc3ccccc3C2)C1=O (stereo not drawn)
    -1 | 0.8 | 1 | 0 | 1 | -4 | 0.3 | -0.1 | 4 | -1.2 | -0.9
Cc1cc(C)c(S(=O)(=O)NCc2cccnc2)cc1C
    3 | 0.3 | -3 | -5 | -1 | -3 | 0.2 | -0.1 | 2 | -2.0 | -1.5
